AMPAR-TARP mod: modulators of GluA2-stargazin AMPA receptor complexes, primary screen, cell-based, membrane potential dye | actives 3.5% (n = 40,000) | Voltage-dependent calcium channel gamma-2 subunit (Mus musculus) + Glutamate receptor 2 … | calls only at 30 µM | HEK293 GluA2+stargazin, membrane potential dye (FDSS), glutamate EC50; hits were called plate by plate, in both directions;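 active means any of four per-well response measures lying three or more SD from its plate-wide compound average, in either direction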
Target sequence (O88602 whole entry, looked up): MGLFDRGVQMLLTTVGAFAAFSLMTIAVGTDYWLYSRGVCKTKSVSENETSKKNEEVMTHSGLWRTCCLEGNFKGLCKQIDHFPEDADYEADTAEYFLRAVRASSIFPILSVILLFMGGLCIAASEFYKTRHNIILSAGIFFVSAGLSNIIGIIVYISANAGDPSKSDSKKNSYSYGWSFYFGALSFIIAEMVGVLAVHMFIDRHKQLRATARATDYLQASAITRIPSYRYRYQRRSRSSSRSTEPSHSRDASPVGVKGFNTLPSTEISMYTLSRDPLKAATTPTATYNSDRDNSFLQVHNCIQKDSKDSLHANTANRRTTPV
Target sequence (P19491 whole entry, looked up): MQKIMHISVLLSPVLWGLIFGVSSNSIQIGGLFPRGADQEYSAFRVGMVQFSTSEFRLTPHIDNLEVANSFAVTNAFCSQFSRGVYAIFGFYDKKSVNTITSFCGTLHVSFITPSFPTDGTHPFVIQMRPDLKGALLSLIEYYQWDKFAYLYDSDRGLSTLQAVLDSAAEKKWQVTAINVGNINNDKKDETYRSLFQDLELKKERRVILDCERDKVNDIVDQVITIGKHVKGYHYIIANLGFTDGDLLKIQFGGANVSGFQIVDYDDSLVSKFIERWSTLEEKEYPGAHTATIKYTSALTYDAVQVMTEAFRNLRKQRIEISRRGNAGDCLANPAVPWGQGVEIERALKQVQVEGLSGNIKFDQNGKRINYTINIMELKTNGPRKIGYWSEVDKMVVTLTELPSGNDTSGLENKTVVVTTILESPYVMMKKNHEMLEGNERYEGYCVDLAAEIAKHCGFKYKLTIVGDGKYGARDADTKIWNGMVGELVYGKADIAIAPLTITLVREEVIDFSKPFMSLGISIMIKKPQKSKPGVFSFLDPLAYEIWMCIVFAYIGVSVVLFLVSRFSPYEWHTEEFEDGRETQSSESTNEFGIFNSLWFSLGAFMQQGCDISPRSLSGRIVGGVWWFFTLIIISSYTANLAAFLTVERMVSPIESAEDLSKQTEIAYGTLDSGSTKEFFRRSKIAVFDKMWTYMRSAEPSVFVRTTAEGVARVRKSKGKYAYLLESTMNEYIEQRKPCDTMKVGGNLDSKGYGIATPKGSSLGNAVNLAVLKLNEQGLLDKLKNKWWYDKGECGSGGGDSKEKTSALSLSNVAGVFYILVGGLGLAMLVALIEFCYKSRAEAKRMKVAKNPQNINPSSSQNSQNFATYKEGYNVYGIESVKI
AMPAR-TARP mod agonism max-min: also measured in AMPAR-TARP mod; calls as there; compound max-min signal; compound-alone response (agonism);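 unitless range of fluorescence divided by baseline over first 100 seconds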
AMPAR-TARP mod glutamate slope: further read-out of AMPAR-TARP mod, marked with its call; glutamate slope, % of max; measured here: glutamate response slope, % max;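 scaled per plate between vehicle wells and maximal 1 mM glutamate control wells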
Active calls of the source: *; i = inactive; + = active, no number; ! = not confirmed by another sample.

SMILES	AMPAR-TARP mod	AMPAR-TARP mod agonism max-min	AMPAR-TARP mod glutamate slope
COc1ccc(S(=O)(=O)N2CCCCC2CCNC(=O)C(=O)Nc2ccccc2C#N)cc1 (configuration not stated)	i	0.099	77
COc1ccc(Cl)cc1NC(=O)c1ccc(N2CCCCS2(=O)=O)cc1	i	0.17	58
O=C(NCc1cccnc1)C1CCN(c2ccc(-c3ccc(Cl)cc3)nn2)CC1	i	0.06	41
COc1cccc(-c2nnc3ccc(OCCNC(=O)COc4ccccc4)nn23)c1	i	0.1	63
Cc1ccc(S(=O)(=O)N2CCN(C(=O)CC(C)n3nc(C)c(Br)c3C)CC2)c(C)c1 (configuration not stated)	i	0.14	55
O=C(CSc1ccccc1)Nc1nnc(-c2ccccn2)o1	i	0.11	97
Cn1c2c(c(=O)[nH]c1=O)C(c1cccs1)NC(=O)N2 (configuration not stated)	i	0.072	66
O=C(CSc1ccc(F)cc1)N(CCc1ccccc1)Cc1ccccn1	i	0.099	56
O=C(CCn1ccc(=O)[nH]c1=O)N1CCN(c2ccc(-c3ccccn3)nn2)CC1	i	0.12	21
O=C(Cc1ccc(F)cc1)NCC1(c2ccccc2)CCOCC1	i	0.081	62
COc1ccc(S(=O)(=O)NCC(C)(O)CCSC)cc1Cl (configuration not stated)	+	0.17*	56*
COc1cc(NC(=O)Nc2cccs2)ccc1N1CCCCC1=O	i	0.071	60
COc1ccc(CNC(=O)c2ccc3c(=O)n4nc(NCc5ccccc5)sc4nc3c2)cc1	i	0.097	56
O=C(NCCCn1nc(-c2ccco2)ccc1=O)Nc1ccc2c(c1)OCO2	i	0.096	63
COc1ccccc1-c1coc2c3c(ccc2c1=O)OCN(C1CCN(Cc2ccccc2)CC1)C3	i	0.062	46
CC1CN(S(=O)(=O)c2cc3c4c(c2)C(C)C(=O)N4CCC3)CC(C)O1 (configuration not stated)	i	0.042	50
O=C(NCC1CCN(Cc2ccco2)CC1)C(=O)Nc1ccc(F)cc1F	i	0.047	59
Cc1c(C(=O)NC2CCS(=O)(=O)C2)nnn1-c1cccc(Cl)c1 (configuration not stated)	i	0.12	67
Cc1ccc(S(=O)(=O)Cc2ccc(-c3nc(-c4ccc5c(c4)OCO5)no3)o2)c(C)c1	i	0.12	56
Cc1ccc2c(c1)NC(=O)c1cc(NS(=O)(=O)C3CCCCC3)ccc1O2	i	0.1	49
CCOC(=O)c1ccccc1NC(=O)CN1CCC(c2nnc(C)s2)CC1	i	0.078	57
COc1cc2c(cc1OC)CN(S(=O)(=O)c1cccc(F)c1)CC2	i	0.094	57
CC12C(=O)N(Cc3ccccc3)C(=O)C1C1C=CC2C1 (configuration not stated)	i	0.043	44
COc1ccc(-n2nnc(S(=O)(=O)c3ccc(C)cc3)c2C)cc1Cl	i	0.05	63
O=C(c1ccccc1F)N1CCC(CNC(=O)C2(c3ccc(F)cc3)CC2)CC1	i	0.12	75
COc1cc(-c2nnc(NC(=O)c3cccs3)o2)cc(OC)c1OC	i	0.17	88
Cc1cccc(N2CCN(S(=O)(=O)c3ccc(C)c(C)c3C)CC2)c1C	i	0.07	66
COCCNC(=O)Cc1ccc(NC(=O)c2ccc(OC(C)C)cc2)cc1	i	0.1	59
CCC1CCCCN1C(=O)COc1cccc2c1CCN(Cc1cccc(C)c1)C2=O (configuration not stated)	i	0.057	88
O=c1c2nccnc2n(Cc2cccc(F)c2)c(=O)n1Cc1ccc(F)cc1	i	0.16	63
COc1ccc2nc(SCC(=O)NC3CCCCC3)[nH]c2c1	i	0.06	30
COc1cccc(OCCCSc2nc3ccccc3[nH]2)c1	i	0.13	46
CC(C)C(=O)Nc1ccc(N2CCCS2(=O)=O)cc1	i	0.028	44
COc1cccc(CNS(=O)(=O)CCNC(=O)c2cccc(OC)c2)c1	i	0.098	48
Cc1c(C)n2c3c(=O)n(CC(N)=O)c(=O)n(C)c3nc2n1-c1ccc(Cl)cc1	i	0.13	69
CC(=O)Nc1ccc(S(=O)(=O)NCC2CCN(C)CC2)cc1	i	0.1	67
Cn1c(N=Nc2c(O)[nH]c(=O)[nH]c2=O)nc2c1c(=O)n(Cc1ccccc1)c(=O)n2C	i	0.074	60
O=C(NCCCn1nc(-c2ccco2)ccc1=O)Nc1ccc(C(F)(F)F)cc1	i	0.16	62
Cn1c(=O)c2c(SCC(=O)NCc3ccccc3)ccnc2n(C)c1=O	i	0.1	62
CCN(CC)S(=O)(=O)c1ccc(C(=O)Nc2cc(-c3cccs3)nn2CCO)cc1	+	0.19*	52*
CC(Oc1ccccc1)C(=O)Nc1cccc(-c2cnc3n2CCC3)c1 (configuration not stated)	i	0.12	64
O=C(CCN1C(=O)c2ccccc2S1(=O)=O)NCc1ccc2c(c1)OCO2	i	0.047	47
O=C(CSc1ccc(NC(=O)c2ccco2)nn1)Nc1nccs1	i	0.089	47
CCc1ccccc1NC(=O)Cn1c(=O)n(Cc2ccco2)c(=O)c2oc3ccccc3c21	i	0.11	65
CC(O)(CNC(=O)CSCc1ccccc1)c1ccc2c(c1)OCO2 (configuration not stated)	i	0.16	36
C=CCn1c(SCC(=O)Nc2sc3c(c2C(=O)OC)CCC3)nc2sc3c(c2c1=O)CCCC3	i	0.087	37
CSCCC(C)(O)CNS(=O)(=O)c1ccc(Br)s1 (configuration not stated)	i	0.14	34
CN(C)c1ccc(NC(=O)CN2CCN(CC(=O)Nc3ccc(Br)cc3)CC2)cc1	i	0.091	34
CC(O)(CNC(=O)C1(c2ccccc2)CCOCC1)c1ccc(-c2ccccc2)cc1 (configuration not stated)	i	0.19	44
COc1ccc(-c2c(C)nn3c(N4CCN(c5ccccc5)CC4)cc(C)nc23)cc1OC	i	0.1	54
OC(COC12CC3CC(CC(C3)C1)C2)CN1CCN(Cc2ccccc2)CC1 (configuration not stated)	i	0.054	49
Cc1ccc2cccc(Oc3ncnc4scc(-c5ccccc5)c34)c2n1	i	0.069	40
COc1ccccc1-c1ccc(N2CCC(C(=O)Nc3ccccn3)CC2)nn1	i	0.16	82
Cc1cc(C)n(CC2CCN(C(=O)CSCc3ccccc3)CC2)n1	i	0.056	83
COc1ccc(CC(=O)NCC(O)(c2ccco2)C2CC2)cc1OC (configuration not stated)	i	0.1	68
CCc1ccc(Oc2cc(N3CCC(C(=O)NCc4ccccc4)CC3)ncn2)cc1	i	0.09	43
COc1ccc(OC)c(S(=O)(=O)NCCOc2ccc(-c3ccccc3)nn2)c1	i	0.026	49
COc1ccc(S(=O)(=O)N2CCCc3cc(NC(=O)Cc4cccc5ccccc45)ccc32)cc1	i	0.1	55
COc1ccccc1C(=O)Nc1sc2c(c1-c1nc3ccccc3s1)CCN(C(C)=O)C2	i	0.06	42
COc1cccc(-n2nnc3c(N4CCN(C(=O)c5ccccc5Cl)CC4)ncnc32)c1	i	0.078	60

(cont.)
SMILES	AMPAR-TARP mod	AMPAR-TARP mod agonism max-min	AMPAR-TARP mod glutamate slope
O=S(=O)(Cc1ccccc1Cl)NCc1ccsc1	i	0.041	42
CC(=O)N1CCc2c(sc(NC(=O)c3ccc(F)cc3)c2-c2nc3ccccc3s2)C1	i	0.12	70
CC1CN(C)CCN1CC1CCN(C(=O)CCc2ccccc2)CC1 (configuration not stated)	i	0.068	45
O=C(c1ccno1)N(CCN1CCOCC1)c1nc2c(Cl)cccc2s1	i	0.054	29
O=C(CCc1ccccc1)N1CCN(c2ncnc3c2nnn3-c2ccccc2)CC1	i	0.024	52
Oc1c(CN2CCCCC2)cc(Cl)c2cccnc12	i	0.074	52
COc1ccc(S(=O)(=O)CCC(=O)Nc2nnc(-c3ccc(C)cc3C)o2)cc1	i	0.1	69
Cc1[nH]c(=O)[nH]c(=O)c1CC(=O)NCCc1ccccc1	i	0.15	73
CC(NC(=O)c1ccco1)c1nc2ccccc2n1CC(=O)N(c1ccccc1)C(C)C (configuration not stated)	i	0.064	59
O=S(=O)(NCC1CCN(Cc2ccccc2)CC1)c1ccc2c(c1)OCCO2	i	0.068	59
CN(C)C(CNC(=O)NCc1cccs1)c1ccccc1Cl (configuration not stated)	i	0.074	53
Cc1ccc(-n2nc3c(c2NC(=O)C(=O)NC(C)c2ccccc2)CSC3)cc1 (configuration not stated)	i	0.04	64
O=C(NCCC(O)c1cccs1)c1cc(=O)c2ccccc2o1 (configuration not stated)	i	0.096	62
CCOc1cc(/C=C2\SC(=S)N(c3ccccc3C)C2=O)ccc1O	i	0.048	64
COc1ccc(CCC(=O)Nc2ccc3c(c2)N(S(=O)(=O)c2ccccc2)CCC3)cc1	i	0.11	64
COc1c(C)cc(S(=O)(=O)NCCn2nc(-c3ccc(F)cc3)ccc2=O)c(C)c1C	i	0.052	54
COc1ccc(F)cc1S(=O)(=O)NCCn1nc(-c2ccccc2)ccc1=O	i	0.081	5
Cn1nnc2c(=O)n(CC(=O)Nc3ccc(C(F)(F)F)cc3)cnc21	i	0.1	53
Cc1cc(C)n(CCNC(=O)C(=O)NCCC2=CCCCC2)n1	i	0.12	51
CC(=O)N1CC(C(=O)NCc2ccc3c(c2)OCO3)C1	i	0.069	58
O=C(CCCn1c(=S)[nH]c2ccc(Br)cc2c1=O)N1CCN(c2ccccc2)CC1	i	0.1	84
CCN1CCN(c2nc(Nc3ccc(C)cc3C)c3nccnc3n2)CC1	i	0.083	55
CCn1nccc1C(=O)N(CCN1CCOCC1)c1nc2c(OC)ccc(Cl)c2s1	i	0.17	50
O=C(NCc1ccccc1)c1ccc(S(=O)(=O)c2ccccc2)nc1	i	0.054	38
CNC(=O)C1Cc2ccccc2N1C(=O)c1c(F)cccc1Cl (configuration not stated)	i	0.055	42
Cc1ccc(-c2ccc(=O)n(CCCNC(=O)NCc3ccccc3)n2)cc1	i	0.051	61
O=C(NCC1CCN(C(=O)Oc2ccccc2)CC1)C(=O)Nc1ccc2c(c1)OCCO2	i	0.099	55
CCOC(=O)N1CCN(C(=O)CN2CCC(COCc3cc(OC)cc(OC)c3)CC2)CC1	i	0.058	57
COc1ccc(-c2ccc(=O)n(CCCC(=O)Nc3ccc(C(N)=O)cc3)n2)cc1	i	0.041	38
C=CCOC(=O)C1=C(C)NC(=O)NC1c1ccc(Br)cc1 (configuration not stated)	i	0.12	53
Cn1c(=O)[nH]c(=O)c2c1nc(N1CCc3ccccc3C1)n2CC(=O)O	i	0.065	52
O=C(c1cccc(Cl)c1)N1CCN(C(=O)c2cnn3ccccc23)CC1	i	0.087	54
COC(=O)Cn1c(=O)c2c(nc3n2CCCN3c2ccc(C)cc2C)n(C)c1=O	i	0.075	54
CCN(CC)CCn1c(SCC#N)nc2cc(C(=O)OC)ccc2c1=O	+!	0.17*!	51*!
CCCS(=O)(=O)N1CCCc2cc(NS(=O)(=O)c3cc(CC)ccc3OC)ccc21	i	0.076	53
COc1ccc(-c2ccc(=O)n(CCCNS(=O)(=O)c3cc(F)ccc3F)n2)cc1	i	0.086	64
CNC(=O)c1nsc(C(=O)N2CCN(c3cccc(C)c3C)CC2)c1N	i	0.07	67
CSc1nn(CC(=O)Nc2cccc(C)c2C)c(N)c1S(C)(=O)=O	+	0.047*	46*
COc1ccc(CC(=O)Nc2ccc(CC(=O)N3CCOCC3)cc2)cc1OC	i	0.063	37
Cc1nn(C2CCS(=O)(=O)C2)c2nc(-c3cccs3)cc(C(=O)Nc3ccccc3F)c12 (configuration not stated)	i	0.1	40
COc1ccc(-c2csc(NC(=O)c3ccno3)n2)cc1C	i	0.12	61
Nc1c(C(=O)NCc2ccco2)nnn1-c1ccc(F)cc1	i	0.12	58
CCOC(=O)CC(=O)CSc1nc2sc3c(c2c(=O)n1-c1ccccc1)CCC3	i	0.069	50
CC(C)c1ccc(NC(=O)CSc2cnc3cc(S(=O)(=O)N4CCCCC4)ccc3n2)cc1	i	0.09	45
CCOC(=O)CCC(=O)Nc1cccc(N2CCCC2=O)c1	i	0.088	54

Structures listed so far containing a thiophene ring, fused or not:
SMILES	AMPAR-TARP mod	AMPAR-TARP mod agonism max-min	AMPAR-TARP mod glutamate slope
Cn1c2c(c(=O)[nH]c1=O)C(c1cccs1)NC(=O)N2 (configuration not stated)	i	0.072	66
COc1cc(NC(=O)Nc2cccs2)ccc1N1CCCCC1=O	i	0.071	60
COc1cc(-c2nnc(NC(=O)c3cccs3)o2)cc(OC)c1OC	i	0.17	88
CCN(CC)S(=O)(=O)c1ccc(C(=O)Nc2cc(-c3cccs3)nn2CCO)cc1	+	0.19*	52*
C=CCn1c(SCC(=O)Nc2sc3c(c2C(=O)OC)CCC3)nc2sc3c(c2c1=O)CCCC3	i	0.087	37
CSCCC(C)(O)CNS(=O)(=O)c1ccc(Br)s1 (configuration not stated)	i	0.14	34
Cc1ccc2cccc(Oc3ncnc4scc(-c5ccccc5)c34)c2n1	i	0.069	40
COc1ccccc1C(=O)Nc1sc2c(c1-c1nc3ccccc3s1)CCN(C(C)=O)C2	i	0.06	42
O=S(=O)(Cc1ccccc1Cl)NCc1ccsc1	i	0.041	42
CC(=O)N1CCc2c(sc(NC(=O)c3ccc(F)cc3)c2-c2nc3ccccc3s2)C1	i	0.12	70
CN(C)C(CNC(=O)NCc1cccs1)c1ccccc1Cl (configuration not stated)	i	0.074	53
O=C(NCCC(O)c1cccs1)c1cc(=O)c2ccccc2o1 (configuration not stated)	i	0.096	62
Cc1nn(C2CCS(=O)(=O)C2)c2nc(-c3cccs3)cc(C(=O)Nc3ccccc3F)c12 (configuration not stated)	i	0.1	40
CCOC(=O)CC(=O)CSc1nc2sc3c(c2c(=O)n1-c1ccccc1)CCC3	i	0.069	50

High-throughput results from PubChem.

Only part of the results is shown; rates above refer to the full screens.
